# Source: PubChem
# AmpC inh detg: blocks E. coli AmpC beta-lactamase in detergent assay; Potency, µM (series often up to 114 µM), for the others: at the top dose activity change, negative = inhibition, actives largely listed as inhibitors; AmpC hydrolysis of nitrocefin, absorbance 480 nm, 0.01% Triton; P00811; hit rate 0.041% among 370,000; AID 485294;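 further: potency means the concentration at half of the fitted maximal effect; 0% = no-compound wells and -100% = no-enzyme wells; nearly all actives have a fitted effect of over 25% in size; some results filed as inactive show a strong effect at the top dose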
# Target sequence (P00811 whole entry, looked up): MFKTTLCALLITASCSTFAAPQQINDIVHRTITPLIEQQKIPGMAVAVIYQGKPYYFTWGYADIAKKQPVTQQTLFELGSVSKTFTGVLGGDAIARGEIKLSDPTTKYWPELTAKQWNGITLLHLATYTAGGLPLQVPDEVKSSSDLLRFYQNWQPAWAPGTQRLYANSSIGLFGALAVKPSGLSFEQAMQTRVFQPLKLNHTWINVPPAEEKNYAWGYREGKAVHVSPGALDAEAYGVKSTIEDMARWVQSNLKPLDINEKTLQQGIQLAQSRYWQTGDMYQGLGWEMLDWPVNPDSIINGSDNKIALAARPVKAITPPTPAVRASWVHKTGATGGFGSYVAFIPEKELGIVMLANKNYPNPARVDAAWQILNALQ
#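 AmpC (5.3 nM in the dispensed reagent) in 20 mM phosphate pH 7.0 with 0.01% (detergent screen) or 0.0001% Triton X-100 was preincubated with compounds for 15 min at room temperature. Nitrocefin was then added from an 800 uM solution, and hydrolysis was followed at 480 nm.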
# AmpC inh no detg: blocks E. coli AmpC beta-lactamase in detergent-free assay. Potency, µM (top dose mostly 57.1 µM), for inactives: at the highest dose activity change, negative = inhibition, most hits filed as inhibitors. P00811. hit rate 0.52% among 330,000. AmpC nitrocefin hydrolysis, absorbance 480 nm, 0.0001% Triton;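 further: potency means the concentration at half of the fitted maximal effect; plate controls were no compound for no effect and no enzyme for full effect; nearly all actives have a fitted effect of over 20% in size; some results filed as inactive show a strong effect at the top dose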
#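 AmpC (5.3 nM in the dispensed reagent) in 20 mM phosphate pH 7.0 with 0.01% (detergent screen) or 0.0001% Triton X-100 was preincubated with compounds for 15 min at room temperature. Nitrocefin was then added from an 800 uM solution, and hydrolysis was followed at 480 nm.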
# TbPYK inhibitor: inhibitors of Trypanosoma brucei pyruvate kinase; TbPYK enzyme, Kinase-Glo Plus ATP luminescence, 45 min; Potency, µM (highest dose often 76.8 µM), for inactives: at the highest dose activity, negative = inhibition, usual class: inhibitors; hit rate 0.12% among 410,000; AID 624173; further: potency means the concentration at half of the fitted maximal effect; nearly all actives have a fitted effect of over 50% in size
#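 T. brucei PYK with substrate was exposed to pin-transferred compounds across a concentration series, then started with 130 uM ADP (final). After 45 min at room temperature, Kinase-Glo Plus luminescence was read, normalized and curve-fitted.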
# LmPK inhibitor: blocks Leishmania mexicana pyruvate kinase activity | Potency, µM (series often up to 57.5 µM), inactives show top-dose activity change, negative = inhibition, actives largely listed as inhibitors | hit rate 0.37% among 290,000 | purified LmPK, Kinase-Glo ATP luminescence, 1 h; further: potency means the concentration at half of the fitted maximal effect
# Target sequence (Q27686 whole entry, looked up): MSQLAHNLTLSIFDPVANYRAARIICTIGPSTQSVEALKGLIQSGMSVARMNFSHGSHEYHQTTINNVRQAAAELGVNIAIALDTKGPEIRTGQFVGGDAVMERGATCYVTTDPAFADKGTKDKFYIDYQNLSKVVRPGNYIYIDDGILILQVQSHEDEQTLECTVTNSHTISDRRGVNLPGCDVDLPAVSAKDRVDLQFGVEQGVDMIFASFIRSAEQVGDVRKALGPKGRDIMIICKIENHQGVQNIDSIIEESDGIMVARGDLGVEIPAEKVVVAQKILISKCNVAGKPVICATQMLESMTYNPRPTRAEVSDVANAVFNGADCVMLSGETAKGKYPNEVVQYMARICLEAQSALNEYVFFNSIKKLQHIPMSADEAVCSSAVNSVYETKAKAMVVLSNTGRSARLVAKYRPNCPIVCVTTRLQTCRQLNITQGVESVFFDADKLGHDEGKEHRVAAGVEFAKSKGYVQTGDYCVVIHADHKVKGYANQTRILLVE
#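 Screened at intermediate enzyme activity to detect both inhibitors and activators: LmPK at 0.1 nM, with a 0.5 nM enzyme column as activation reference. PEP 0.5 mM, ADP 0.1 mM; ATP detected by luminescence after 1 h.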
# Sm TGR inh: S. mansoni TGR enzyme inhibition | Q962Y6 | Potency, µM (doses to about 114 µM), for the others: at the top dose activity change, negative = inhibition, hits mostly inhibitors | hit rate 3% among 360,000 | purified TGR, DTNB reduction, TNB absorbance 405 nm; further: potency means the concentration at half of the fitted maximal effect; nearly all actives have a fitted effect of over 60% in size
#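 First, TGR (20 nM dispensed) and NADPH were mixed with compound. Second, a 15 min room-temperature incubation followed. Third, further NADPH and then DTNB were added to start the reaction. Finally, TNB absorbance was monitored kinetically.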
# AMA1-RON2 inh: AMA1-RON2 (P. falciparum) interaction inhibition | AlphaScreen AMA1-biotinylated RON2 peptide binding | Potency, µM (highest dose often 58.2 µM), without a hit: at the top dose activity change, negative = inhibition, most hits filed as inhibitors | hit rate 0.2% among 360,000 | AID 720542;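 further: potency means the concentration at half of the fitted maximal effect; 0% = vehicle wells and -100% = peptide control; nearly all actives have a fitted effect of over 45% in size; some results filed as inactive show a strong effect at the top dose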
#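 AMA1 (3D7) with his tag at 25 nM final met compounds first, then biotinylated RON2 peptide at 25 nM; detection used donor plus acceptor beads, 10 µg/mL apiece, read by AlphaScreen after 30 min at room temperature.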
# HCMV antiviral: inhibitors of human cytomegalovirus. HFF cells, HCMV-luciferase reporter, 72 h; stronger effect = lower value. activity change, negative = inhibition, % at 57.5 µM. hit rate 4.5% among 410,000. AID 1259415; in the data active means activity change below about -60%; inconclusive means no clear call, values can overlap the other calls; inactive means above about -39%
#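 Cell-based, HFFs, 1000 cells/well, 16 h 37C; cpds in DMSO + HCMV-luc, MOI 1 PFU/cell; 72 h 37C; OneGlo luminescence after 5 min RT; norm. to buffer vs Salinomycin 10uM.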
# An asterisk follows results filed as active; ? = inconclusive; / = not tested or not shown; [ ] = dose if it differs, or a comment. Unless noted, the call rests on the fitted dose curve; in most records, active means well fitted curve in the direction sought with a large enough effect; inconclusive means small, poorly fitted or top-dose-only effect, or another doubt; inactive means no such curve, though single readings can be large; an effect the other way counts as inactive or inconclusive. Unless noted, on the % scale 0 is the no-effect control and ±100 the full control effect.
item | Molecule | AmpC inh detg | AmpC inh no detg | TbPYK inhibitor | LmPK inhibitor | Sm TGR inh | AMA1-RON2 inh | HCMV antiviral
1 | COc1ccc(NC(=O)C(=O)N/N=C\c2ccc(CNC(=O)C(=O)Nc3ccc(C)c(C)c3)o2)c(OC)c1 | -8.5% | -28.4% | -2.2% | -5.9% | -1.9% | 13.2% | /
2 | N[C@@H](Cc1c[nH]c2ccccc12)c1nnc(SCc2ccc(F)cc2)o1 | 1.3% | 55.2% | -0.6% | 0.9% | -6.9% | -7.0% | 4.3
3 | Cc1ccc(S(=O)(=O)N2[C@@H](c3ccc(F)cc3)C(C(=O)O)=CC[C@H]2c2cccc(C)c2)cc1 | -6.0% | -20.6% | -5.6% | / | -8.3% | 4.5% | -0.8
4 | COc1ccc(N2CCN(C(=O)c3ccc(CSc4ccccc4)cc3)CC2)cc1 | -8.1% | -10.8% | 3.4% | -9.6% | -12.2% | -18.5% | -7.2
5 | CC(C)(C)c1ccc(C(=O)N2CCC(c3noc(-c4ccc(S(=O)(=O)N5CCCC5)cc4)n3)CC2)cc1 | 16.0% | / | -8.6% | / | 8.0% | / | 6.2
6 | Cc1ccc2nc(Cn3cc(C(F)(F)F)ccc3=O)cc(=O)n2c1 | 0.4% | -11.3% | -9.0% | -4.6% | -0.7% | -0.9% | ?
7 | CN1Cc2ccccc2N(CC(=O)NCc2ccccc2)C1=O | 2.3% | -7.2% | 0.8% | 10.5% | 18.4% | 1.3% | 9.2
8 | O=CN1Cc2ccccc2-c2ccccc2C1 | -11.0% | 14.6% | -5.1% | -2.2% | 0.7% | 5.6% | -8.3
9 | C=CCN1C(=O)CSc2ccc(C(=O)N3CCC(C)CC3)cc21 | 0.7% | 15.1% | -8.0% | 9.9% | 7.0% | -2.7% | -11.3
10 | Cn1cnnc1SCNC(=O)C(F)(F)F | -14.3% | -25.4% | 4.0% | -5.7% | -0.8% | 13.0% | 68.0
11 | CCC(=O)c1ccc(OCC(O)CN2CCN(S(=O)(=O)c3ccc(NC(C)=O)cc3)CC2)cc1 (centres undefined) | -5.3% | 74.3%[activator] | 4.1% | -0.4% | 6.5% | 7.6% | -26.9
12 | CC(=O)Oc1ccc(NC(=O)CSc2ccccc2)cc1 | -7.3% | -17.6% | -4.2% | 3.2% | 2.3% | 2.3% | 36.3
13 | O=S1(=O)C=C(Sc2nc3ccccc3s2)c2ccccc21 | -7.0% | ? | 2.2% | -7.3% | 2.24µM* | 20.9% | /
14 | Cc1cccc(Oc2sc(C(=O)c3ccccc3)c(N)c2C#N)c1 | -2.4% | -25.3% | 2.7% | -0.4% | 8.2% | -3.3% | 14.2
15 | Cc1nc2n[nH]c(N)c2c2c1CCCC2 | -0.4% | 0.5% | 2.5% | -3.9% | 20.9% | 4.0% | -18.2
16 | COC(=O)C1CCN(C(c2ccccc2)c2sc3nc(-c4ccco4)nn3c2O)CC1 (centres undefined) | 1.1% | / | 1.9% | / | 11.1% | / | 23.4
17 | Cn1c(=O)[nH]c2c(Cl)nccc21 | -2.4% | -10.9% | 0.2% | -0.4% | 11.8% | 0.0% | -3.7
18 | CN(C(=O)c1ccc2c(c1)CCO2)C(C)(C)C | 2.7% | -6.7% | -1.7% | -4.0% | -7.9% | 7.4% | 17.1
19 | Cn1c(-c2ccc([N+](=O)[O-])cc2)nc2ccccc21 | -1.7% | -4.5% | -3.8% | -11.5% | / | -17.5% | -13.1
20 | CC(C)CCn1c(Br)nc2c1c(=O)n(CC(N)=O)c(=O)n2C | -11.3% | -10.7% | 5.0% | 3.7% | -10.8% | -2.0% | -34.2

# (continued)
item | Molecule | AmpC inh detg | AmpC inh no detg | TbPYK inhibitor | LmPK inhibitor | Sm TGR inh | AMA1-RON2 inh | HCMV antiviral
21 | CCN(CC)C(=O)CSc1nnc(COc2ccccc2)n1CC | 4.7% | -8.7% | -12.4% | 9.6% | 4.0% | -5.1% | -0.8
22 | Cc1c(Cl)c([N+](=O)[O-])nn1CCCC(=O)NC1CCCCC1 | -4.5% | -6.6% | -1.8% | -3.5% | -5.3% | -4.2% | ?
23 | Cc1ccc(S(=O)(=O)N(C)C)cc1NC(=O)COC(=O)c1ccc2c(c1)OCCO2 | -7.1% | -34.7% | -0.6% | 3.8% | 1.3% | -10.1% | ?
24 | NC(=O)c1ccc(NS(=O)(=O)c2ccc3ccccc3c2)cc1 | 8.0% | -15.0% | -4.9% | 11.3% | -2.7% | -11.7% | -24.7
25 | CCOc1ccccc1N(CC(=O)NCc1ccco1)C(=O)CCC(=O)Nc1nccs1 | -0.8% | -1.7% | -4.6% | -8.1% | 0.5% | -10.8% | -24.9
26 | CC1(C)CC(=O)C(=Cc2cn(-c3ccccc3)nc2-c2ccc(Cl)cc2)C(=O)C1 | -3.4% | 4.3% | -15.4% | 5.7% | -15.2% | -1.3% | -4.9
27 | COCOCCn1cc(CN2CCS(=O)(=O)N(Cc3ccc(-c4ccc(C)cc4)cc3)C(C(C)C)C2=O)nn1 (centres undefined) | / | / | -6.1% | / | / | 1.3% | -1.2
28 | CNC(=S)Nc1ccc(Nc2ccccc2)cc1 | -11.2% | -27.7% | -4.1% | -0.2% | -26.6% | -0.2% | 65.7
29 | C=CCn1c(C(C)NC(=O)c2cccs2)n[nH]c1=S (centres undefined) | -1.1% | -24.7% | -18.6% | -0.8% | 1.7% | 14.6% | 8.2
30 | N#CC1=C(N)Oc2c(c(=O)sc3ccccc23)C1c1cccnc1 (centres undefined) | 1.7% | -15.8% | 10.0% | -0.9% | 0.5% | 8.4% | 52.7
31 | CC1Cc2ccccc2N1S(=O)(=O)c1cccc2nsnc12 (centres undefined) | 4.1% | -20.8% | 0.5% | -7.6% | 1.9% | -12.1% | -13.0
32 | COc1cc(-c2nnc(-c3cc(OC)c(OC)c(OC)c3)o2)cc(OC)c1OC | ? | -7.5% | -6.9% | -1.3% | 5.5% | 3.4% | 67.0
33 | CC(CCc1ccccc1)NC(=O)CSc1n[nH]c(-c2ccccc2)n1 (centres undefined) | 15.0% | / | -3.3% | / | -3.4% | / | -28.0
34 | COc1ccc(OC)c(-c2cn(S(=O)(=O)c3ccccc3)nc2N)c1 | ? | -38.2% | 5.1% | 0.6% | 2.4% | -6.9% | 17.8
35 | NC(=O)C1(N2CCCCC2)CCN(Cc2nc3ccccc3c(=O)[nH]2)CC1 | 3.7% | 0.316µM* | -0.3% | 1.3% | -0.9% | 17.3% | -3.1
36 | CCOC(=O)c1[nH]c2ccc(OCC)cc2c1CCCN1C(=O)c2ccccc2C1=O | ? | -17.1% | 12.1% | 1.1% | 0.0% | -1.9% | -30.3
37 | COc1cc2c(-c3ccccc3Cl)nc3c(c(C)nn3-c3ccccc3)c2cc1OC | 12.6% | / | 0.3% | / | 3.7% | / | -25.4
38 | CN1CCN(C(=O)CNC(=O)c2cccs2)CC1 | / | -4.6% | -4.4% | / | / | 3.4% | 29.3
39 | Cc1ccc(NC(=O)c2c(C)oc3ccc(O)c(CN4CCCCC4)c23)cc1 | 5.6% | / | 1.9% | / | -0.5% | / | -65.0*
40 | CC(=O)c1ccc(OCCCC(=O)n2nnc3ccccc32)cc1 | -2.4% | -20.9% | -8.5% | -0.1% | -32.4%[11.4 µM] | 1.8% | 5.7

# A few values from the results shown.
# NC(=O)c1ccc(NS(=O)(=O)c2ccc3ccccc3c2)cc1 – AMA1-RON2 inh = -11.7%
# C=CCn1c(C(C)NC(=O)c2cccs2)n[nH]c1=S (centres undefined) – LmPK inhibitor = -0.8%

# Entries by screen from the list.
# TbPYK inhibitor, nos. 29 to 39 → -18.6%, 10.0%, 0.5%, -6.9%, -3.3%, 5.1%, -0.3%, 12.1%, 0.3%, -4.4%, 1.9%

# One compound at a time (already shown). Order of values: AmpC inh detg	AmpC inh no detg	TbPYK inhibitor	LmPK inhibitor	Sm TGR inh	AMA1-RON2 inh	HCMV antiviral
# `COc1cc(-c2nnc(-c3cc(OC)c(OC)c(OC)c3)o2)cc(OC)c1OC` is entered as ?	-7.5%	-6.9%	-1.3%	5.5%	3.4%	67.0
# `NC(=O)c1ccc(NS(=O)(=O)c2ccc3ccccc3c2)cc1` is entered as 8.0%	-15.0%	-4.9%	11.3%	-2.7%	-11.7%	-24.7
# `CCOc1ccccc1N(CC(=O)NCc1ccco1)C(=O)CCC(=O)Nc1nccs1` is entered as -0.8%	-1.7%	-4.6%	-8.1%	0.5%	-10.8%	-24.9

# Going on with the list:
item | Molecule | AmpC inh detg | AmpC inh no detg | TbPYK inhibitor | LmPK inhibitor | Sm TGR inh | AMA1-RON2 inh | HCMV antiviral
41 | CCn1nc(C(=O)N2CCN(Cc3nc4ccccc4s3)CC2)c2ccccc2c1=O | -1.9% | 153.8%[activator] | -1.7% | / | -22.8% | -3.6% | 1.7
42 | COc1ccc(Cl)cc1NC(=O)CSc1nc(=O)[nH]c2c1CCC2 | 0.7% | / | 0.0% | / | -16.2% | / | 16.5
43 | Cc1cc(NS(=O)(=O)c2ccc(NC(=O)/C=C/c3ccc(Br)cc3)cc2)no1 | -2.4% | -46.9% | 7.1% | 0.8% | -9.0% | -2.0% | -0.3
44 | O=C(/C=C/NNC(=O)c1ccc(Cl)cc1)c1ccccc1 | -9.7% | -50.3% | -4.2% | 4.3% | ? | 71.3%[activator] | -16.2
45 | COc1ccc(S(=O)(=O)Nc2nccs2)cc1OC | 5.3% | -13.3% | 1.3% | 4.3% | -6.8% | -2.5% | 25.4
46 | COc1ccc(N(CC(=O)Nc2cccc(Cl)c2C)S(=O)(=O)c2c(C)nn(C)c2C)cc1 | 5.3% | / | -3.4% | / | 3.7% | / | -14.1
47 | COc1ccc(-n2c(O)c(C(C)=NCCN3CCNCC3)c(=O)[nH]c2=O)cc1 | -6.6% | -10.0% | 1.5% | -8.4% | -27.3% | 35.9%[activator] | ?
48 | CCOc1ccc(N(CC)S(=O)(=O)N2CCCC(C(=O)Nc3cc(Cl)ccc3C)C2)cc1 (centres undefined) | 1.6% | / | 6.1% | / | -1.6% | / | -8.8
49 | CSc1ncnc2c1ncn2CCCNCCCN1CCCC1=O | / | / | -3.9% | / | / | 5.4% | -3.9
50 | COc1ccccc1CNc1ccc(-c2nc(-c3ccncc3)no2)cc1[N+](=O)[O-] | -10.4% | / | 1.2% | / | -2.7% | / | 7.1
51 | COc1cc(/C=N/n2c(-c3n[nH]c4c3CCC4)n[nH]c2=S)cc(OC)c1O | -14.7% | -21.3% | ? | -13.1% | 1.6% | 68.8%[activator] | -0.2
52 | CC(C)c1ccc(NC2CCCN(C(=O)c3ccco3)C2)cc1 (centres undefined) | -4.0% | 34.1% | -0.9% | -2.9% | -3.1% | -7.0% | ?
